# From PubChem BioAssay
# TNAP inh no acc = inhibitors of human TNAP without phosphate acceptor; inhibition, % at 20 µM; 0.26% of 200,000 active; AID 1012; purified TNAP, CDP-star luminescence, 30 min;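 active means tissue-nonspecific alkaline phosphatase inhibition above about 50% at 20 µM in the single-dose screen, limit read from the data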;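 further: 0% = DMSO negative control and 100% = EDTA positive control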
# Target sequence (P05186 whole entry, looked up): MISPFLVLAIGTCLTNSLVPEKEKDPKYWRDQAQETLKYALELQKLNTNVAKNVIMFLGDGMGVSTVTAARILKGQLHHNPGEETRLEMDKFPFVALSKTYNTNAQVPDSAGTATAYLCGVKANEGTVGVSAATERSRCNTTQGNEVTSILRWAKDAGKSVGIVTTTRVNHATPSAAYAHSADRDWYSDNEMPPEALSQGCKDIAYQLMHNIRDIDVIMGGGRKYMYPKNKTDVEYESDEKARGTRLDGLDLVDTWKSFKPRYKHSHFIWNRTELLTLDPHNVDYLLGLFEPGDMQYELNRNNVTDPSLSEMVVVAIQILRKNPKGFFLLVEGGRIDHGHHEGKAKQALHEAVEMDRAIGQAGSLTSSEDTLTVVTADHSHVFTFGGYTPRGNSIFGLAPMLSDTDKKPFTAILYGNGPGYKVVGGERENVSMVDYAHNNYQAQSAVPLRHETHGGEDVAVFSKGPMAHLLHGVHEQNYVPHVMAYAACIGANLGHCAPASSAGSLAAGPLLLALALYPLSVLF
# PMI act hi M6P = increases human PMI activity with near-saturating mannose 6-phosphate; P34949; coupled PMI enzyme assay, resazurin fluorescence, 20 min; active compounds read high; 1 = untreated enzyme, 0 = substrate-free blank; activation factor at 20 µM; 0.34% of 190,000 active;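 active means activation factor of 2 or more at 20 µM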
# Target sequence (P34949 whole entry, looked up): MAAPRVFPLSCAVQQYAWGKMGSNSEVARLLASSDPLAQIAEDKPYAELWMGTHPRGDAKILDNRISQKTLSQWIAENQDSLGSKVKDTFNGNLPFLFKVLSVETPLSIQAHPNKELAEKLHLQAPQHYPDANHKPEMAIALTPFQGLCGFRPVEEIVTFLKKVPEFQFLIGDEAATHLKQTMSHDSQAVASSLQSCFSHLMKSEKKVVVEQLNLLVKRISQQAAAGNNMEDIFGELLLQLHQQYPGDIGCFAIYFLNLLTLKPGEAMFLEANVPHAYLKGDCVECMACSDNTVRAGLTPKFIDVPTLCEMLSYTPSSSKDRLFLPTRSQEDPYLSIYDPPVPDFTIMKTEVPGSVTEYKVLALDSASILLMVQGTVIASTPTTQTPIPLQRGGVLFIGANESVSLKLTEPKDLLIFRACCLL
#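 Test system – human PMI in coupled enzyme assay · Timing – 20 min incubation at room temperature · Detection – Diaphorase-driven resazurin-to-resorufin fluorescence, excitation 544, emission 590 nm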
# TNAP act hiacc = TNAP (human) activation, high acceptor; P05186; purified TNAP, CDP-star luminescence, 1 M DEA, 30 min; active compounds read high; 0 = EDTA background, 1 = DMSO-only activity; activation factor at 20 µM; 200,000 tested, under 10 active;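 active means activation factor at least 2 at 20 µM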
#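 Assay system: human TNAP; Input: enzyme diluted 1/800 final; Reagent: CDP-star luminogenic substrate at 100 µM final; Timing: 30 min, room temperature; Signal: luminescence; Evaluation: TNAP activation factor scaled between EDTA and DMSO control wells.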
# TNAP inh hiacc = inhibitors of human TNAP at high phosphate acceptor concentration | P05186 | 0.03% of 200,000 active | inhibition, % at 20 µM | purified TNAP, CDP-star luminescence, 1 M DEA;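 active means over 50% inhibition of tissue-nonspecific alkaline phosphatase at 20 µM in the single-dose screen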;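 further: plate controls were DMSO wells for no effect and EDTA-quenched wells as full inhibition for full effect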
# Diaph act CS = activates diaphorase or chemically reduces, flagging diaphorase assay artifacts. Diaphorase/resazurin coupled assay, resorufin fluorescence, 16 min; active compounds read high; 1 = vehicle wells, 0 = NADH-free wells. activation factor at 20 µM. 0.005% of 190,000 active. AID 1229;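 active means diaphorase activity raised at least twofold by the compound at 20 µM; inactive means activation factor below 2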
#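 Assay system: Purified diaphorase enzyme from Clostridium kluyveri | Amount: Enzyme 0.07 U/mL final | Dosing: Compound 20 µM once, DMSO 1% | Timing: 16 min reaction at room temperature | Detection: Fluorescence, excitation 544 nm and emission 590 nm | Evaluation: Higher resorufin formation from activation or reduction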
# FLuc stim CS = affects firefly luciferase, flagging false hits in luciferase stimulation screens; P08659; AID 1027; ATPlite luciferase biochemical, luminescence, 10 min; 0 = ATP-free wells, 1 = DMSO control; activation factor at 10 µM; 200,000 tested, under 10 active;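 active means luciferase activation factor, scaled between plate controls, of at least 2 with compound at 10 µM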
#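 System: luciferase plus luciferin reagent, cell-free; medium: PBS as buffer for the ATP substrate; dosing: test compounds dosed from 2 mM stocks in 100% DMSO; timing: 10 min post-reagent at room temperature; measured by: luminescence measurement of luciferase light output; evaluation: luciferase activation, seen as luminescence increase over controls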
# Diaphorase inh = diaphorase inhibition or chemical oxidation counter-screen; inhibition, % at 20 µM; 0.69% of 190,000 active; diaphorase resazurin-to-resorufin fluorescence, NADH, 16 min; bacterial (C. kluyveri) enzyme, not human;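 active means primary screen inhibition at 20 µM above a set limit, cut at about 50% in these data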;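 further: plate controls were DMSO with full reaction for no effect and wells lacking NADH for full effect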
#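 Assay system: diaphorase enzyme from Clostridium kluyveri; Input: enzyme working solution with 0.14 U/mL diaphorase; Timing: 16 min at room temperature; Technique: resorufin fluorescence, excitation 544 nm, emission 590 nm; Benchmarks: positive control minus NADH, DMSO neutral control.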
# PMI activator = activators of human phosphomannose isomerase. purified human PMI, coupled resazurin fluorescence, 20 min; active compounds read high; 1 = vehicle control, 0 substrate-free wells. 0.005% of 190,000 active. AID 1214. activation factor at 20 µM;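 active means activation factor of 2 or more at 20 µM, relative to plate controls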
# Efa HMGR inh = inhibitors of class II HMG-CoA reductase from Enterococcus faecalis; 0.41% of 190,000 active; purified E. faecalis HMGR, NADPH absorbance 340 nm kinetic; AID 1066; inhibition, % at 10 µM;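 active means inhibition above a set limit, the median over all tested compounds plus 3 SD, cut at about 9.5% in these data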;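 further: enzyme runs in reverse so mevalonate oxidation gives rising NADPH absorbance; 0% = complete reaction with DMSO and 100% = background rate lacking mevalonate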
# G6PDH counter = L. mesenteroides G6PDH inhibition counter-screen; Purified L. mesenteroides G6PDH, diaphorase/resazurin coupled fluorescence, 45 min; inhibition, % at 5 µM; 0.12% of 200,000 active; AID 1020; in the data active means inhibition above about 50%
# The depositor's hits bear a star.
SMILES,TNAP inh no acc,PMI act hi M6P,TNAP act hiacc,TNAP inh hiacc,Diaph act CS,FLuc stim CS,Diaphorase inh,PMI activator,Efa HMGR inh,G6PDH counter
COc1ccccc1Cc1nc(-c2ccc(C)cc2)no1,-8,0.8,1,-2,0.8,1,17,0.8,0,17
O=C(CSCCO)Nc1ccc(C23CC4CC(CC(C4)C2)C3)cc1,-6,1.1,1,-2,1,0.9,2,1,-4,7
Cn1c(C(=O)N2CCN(c3ncccn3)CC2)cc2c(=O)n(C)c3ccccc3c21,-11,1.1,1,1,1,1,-3,1.1,0,-5
COc1ccccc1C(=O)Nc1cccc(SC)c1,-2,1,1,2,0.9,0.9,13,0.9,2,-5
Cc1ccc(NC(=O)COC(=O)CSC(=S)N2CCOCC2)cc1,-13,0.9,1.1,-6,0.8,1,19,0.9,-1,1
CN(C)CCCNc1ncnc2scc(-c3ccccc3)c12,-10,1,1,-5,0.8,1,24,0.9,-6,0
COc1cc(C2C(C(=O)c3ccc(C)o3)=C(O)C(=O)N2Cc2cccnc2)ccc1O (configuration not stated),0,1.1,1,1,0.8,1.2,20,0.9,0,10
CC1=NN(c2nc(-c3ccccc3)cs2)C(=O)C1,-12,1.3,1,-4,0.9,1,13,1.3,-3,5
CCOc1ccccc1NC(=O)Nc1ccc(Cl)cc1,-6,0.8,1.1,-6,0.8,1,25,0.8,-4,9
C=CCC(O)c1c(-c2ccccc2)nn(C)c1Cl (configuration not stated),-16,1,1.1,-7,0.9,1.1,7,1,-3,-3
Cc1cccc(C(=O)N/N=C/C(C)Cc2ccc3c(c2)OCO3)c1 (configuration not stated),-22,1,1,-3,0.9,1,11,0.9,-4,-8
O=C(O)CCn1c(CO)nc2ccccc21,-5,0.9,1,0,0.9,1,12,0.9,-4,10
O=C(c1ccco1)N1CCN(CC(=O)N(C2CCCCC2)C2CCS(=O)(=O)C2)CC1 (configuration not stated),-15,1,1,-4,0.9,1.1,14,0.9,-4,-5
Cc1cccc(C)c1NC(=O)C1=C(O)c2ccccc2N(C)S1(=O)=O,2,1.1,1,-2,1,1,4,1.1,-4,2
CCCc1nc(NC2CCCCC2)c(C#N)c2c1COC(C)(C)C2,-8,1,1,-4,0.8,1.1,17,1,6,4
O=C(Nc1ccc(N2CCN(C(=O)c3ccccc3)CC2)c(Cl)c1)c1cccnc1,0,0.9,1,4,0.9,1,14,0.8,-4,7
COc1ccc2c(c1)c(=O)oc1cc3oc(C)c(C)c3cc12,-22,1,1.1,-6,1,1,4,1,-7,-3
COC(=O)C(C)NS(=O)(=O)c1ccc(NC(C)=O)cc1 (configuration not stated),-5,0.9,1,0,0.9,1,14,0.9,-2,4
COc1ccc(/C=C/c2nnc(NC(=O)COc3ccc(C)cc3)s2)cc1,-6,0.9,1,-4,0.9,1,15,0.9,-5,-23
CCc1ccc(NC(=O)Cn2nnc(C(=O)NCc3cccs3)c2N)cc1,-4,0.9,1,3,1,1,1,0.9,-1,8
Cc1ccc2[nH]c3c(c2c1)CN(C(=O)CN1c2ccc(F)cc2CCC1C)CC3 (configuration not stated),8,0.9,1.1,-7,0.7,1.1,32,0.9,-1,8
CC(C)(C)OC(=O)NCCCC(CCCNC(=O)OC(C)(C)C)C(=O)O,-4,0.9,1,-1,0.9,1,7,0.9,-6,7
CCOC(=O)CSc1nnc(CNC(=O)c2ccc(S(=O)(=O)N(C)C)cc2)n1C,-7,0.9,1,-4,0.9,1.1,11,0.9,1,9
CC(=O)c1c(COC(=O)c2ccccc2)nc2ccccc2[n+]1[O-],-3,1.1,1.1,-8,1,1,-3,1.1,-6,4
Cc1cc(S(=O)(=O)NCC(C)C)ccc1OCC(=O)NCc1ccco1,-8,0.9,1,1,0.9,1,8,0.9,-1,10
O=C(c1cc(-c2cccs2)on1)N1CCN(c2ccccc2)CC1,-8,1,1,-5,0.8,1,16,1,6,1
COC(=O)c1cc(OC)c(OC)cc1NC(=O)c1ccc(C)cc1,-11,1,1,0,1,1,5,1,-3,9
CCCCC(=O)Nc1cccc(NC(=O)c2ccc(Br)cc2)c1,-12,1,1,-3,1,1.1,0,1,0,3
Cc1ccc(CNC(=O)C(OC(=O)c2ccco2)C(C)C)cc1 (configuration not stated),-6,0.9,1.1,-5,0.8,1,16,1,0,20
C#CC[N+]1(CC#Cc2ccccc2)CCCC1,-9,1,1,-1,1,1,-4,1,-4,9
Cc1ccn(CCSCC(=O)O)n1,-10,0.9,1,0,0.9,1.1,9,1,1,1
C=CCSc1nc2c(c(=O)[nH]c(=O)n2C)n1C/C=C(/C)Cl,5,1,1.1,-6,0.9,1.1,15,1.1,0,4
CCOc1cccc(C2C(C(=O)c3ccc(C)o3)=C(O)C(=O)N2Cc2ccncc2)c1 (configuration not stated),14,1,1,0,0.8,1,18,1,0,5
COC(=O)Cc1ccc(NC(=S)NC(C)(C)C)cc1,-12,1,1,-2,1,0.8,4,1,-4,12
Cc1ccc(C(=O)Nc2ccc(C(=O)N3CCCCC3)cc2)cc1,-6,0.9,1,0,0.9,1,13,0.9,4,3
CS(=O)(=O)c1ccc(C(=O)NC2CCCCC2)cc1,-19,0.9,1,-2,0.8,1,24,0.9,-4,-10

# Reprinted from the part before: four compounds; new compounds follow.
SMILES,TNAP inh no acc,PMI act hi M6P,TNAP act hiacc,TNAP inh hiacc,Diaph act CS,FLuc stim CS,Diaphorase inh,PMI activator,Efa HMGR inh,G6PDH counter
CCOc1cccc(C2C(C(=O)c3ccc(C)o3)=C(O)C(=O)N2Cc2ccncc2)c1 (configuration not stated),14,1,1,0,0.8,1,18,1,0,5
COC(=O)Cc1ccc(NC(=S)NC(C)(C)C)cc1,-12,1,1,-2,1,0.8,4,1,-4,12
Cc1ccc(C(=O)Nc2ccc(C(=O)N3CCCCC3)cc2)cc1,-6,0.9,1,0,0.9,1,13,0.9,4,3
CS(=O)(=O)c1ccc(C(=O)NC2CCCCC2)cc1,-19,0.9,1,-2,0.8,1,24,0.9,-4,-10
O=c1[nH]cnc2scc(-c3ccc(F)cc3)c12,-4,1,1.1,-6,0.9,1,7,1,1,3
COc1cc(/C=N/NC2=NC(C)(C)Cc3ccccc32)cc(OC)c1OC,-1,0.9,1,0,0.9,1,10,0.9,-3,10
CCN1CCN(Cc2nc3c(c(=O)n(C)c(=O)n3C)n2C(C)C(C)=O)CC1 (configuration not stated),-6,1.1,1,-2,0.9,1,8,1,-4,7
Cc1cc(Br)c(OCc2ccc(C(=O)N/N=C3\CC4CC=CC34)cc2)c(Br)c1 (configuration not stated),-12,1,1,-1,0.9,1,14,0.9,-3,10
CCc1ccccc1NC(=O)CCC(=O)OCC(=O)c1ccc(-c2ccccc2)cc1,-1,1.3,1,-4,0.8,1,22,1.3,-5,-3
Clc1ccc(OCc2nn3c(-c4ccco4)nnc3s2)cc1,-7,1,1,-4,0.9,1,14,1,-4,9
Nc1nc(-c2ccco2)nn1S(=O)(=O)c1ccc(Cl)cc1,-2,0.9,1,-5,0.9,1.1,13,0.9,1,12
Cc1nn(C)cc1CNC(=O)Nc1ccc(Cl)cc1,-10,1,1,-3,0.8,1,18,1,-4,7
N#Cc1cn(CC(=O)N2CCCC2)c2ccccc12,-3,1,1,0,0.9,1,9,1,1,-16
CCOC(=O)c1cc(-c2ccco2)nc2c1c(C)nn2CCC#N,-9,1.1,1,-2,0.8,1,23,1,-5,-34
O=C(OCn1cncn1)c1ccc(Cl)cc1Cl,-7,1,1.1,-12,1,1,-4,0.9,-7,19
O=C(CSCc1ccco1)c1cccs1,-17,0.9,1,-5,0.7,0.8,26,0.9,1,-4
O=C(/C(=C/O)N=Nc1ccccc1)c1cccs1,17,0.9,0.9,6,0.8,1,18,0.8,7,3
CCOc1ccc(NC(=S)C(C#N)=C2N(C)c3ccccc3N2C)cc1,-11,1,1,-4,0.8,1.1,21,1,-1,4
COc1cc(NC(=O)CN(C)C2CCCCC2)c(C)cc1[N+](=O)[O-],-12,1,1,-3,0.9,1.1,11,0.9,0,0
COc1ccc(N(CC(=O)NCc2ccco2)S(C)(=O)=O)cc1Cl,1,0.9,1,-1,0.8,1,16,0.9,0,11
COCCn1c(SCC(=O)Nc2cccc(OC)c2)nnc1-c1ccccc1,-14,1,1,-3,0.8,1,16,0.9,2,-7
O=C(CCc1nnc(C2CCCCC2)o1)NCc1cccc(-n2cccn2)c1,-10,0.9,1.1,-6,0.9,1.1,14,0.9,-1,11
CCOc1cccc(C(=O)NC(=S)Nc2ccc(N3CCCC3)cc2)c1,-5,0.8,1,-1,0.7,1,33,0.8,1,-46
O=C(OCc1ccccn1)c1ccc(COc2ccccc2Cl)o1,-14,1,1.1,-8,0.8,1,17,0.9,1,3
CCn1cc(CN2N=C(C)CC2c2ccccc2)c(C)n1 (configuration not stated),-6,1,1,-4,0.9,1.1,6,1,-1,4
Cc1ccc(C(=O)c2sc(Nc3ccccc3)c(C#N)c2N)cc1,-1,1.3,1,1,1,1.1,-3,1.5,3,-3
CC(C)(C)c1ccccc1NC(=O)c1c(O)c2cccc3c2n(c1=O)CC3,-4,1.1,1,-3,0.6,1,42,0.9,-1,13
CCOc1ccc(C2CC(=O)NC(SC)=C2C#N)cc1 (configuration not stated),-19,0.9,1.1,-7,0.9,1,10,1,2,-2
CCN(CC)c1ccc(NC(=O)Nc2ccc(C(C)=O)cc2)cc1,-5,0.8,1,4,0.8,1,16,0.8,-3,-32

# 3 records drawn at random from those above, as already listed:
SMILES,TNAP inh no acc,PMI act hi M6P,TNAP act hiacc,TNAP inh hiacc,Diaph act CS,FLuc stim CS,Diaphorase inh,PMI activator,Efa HMGR inh,G6PDH counter
CCOc1ccc(C2CC(=O)NC(SC)=C2C#N)cc1 (configuration not stated),-19,0.9,1.1,-7,0.9,1,10,1,2,-2
O=C(OCc1ccccn1)c1ccc(COc2ccccc2Cl)o1,-14,1,1.1,-8,0.8,1,17,0.9,1,3
O=C(/C(=C/O)N=Nc1ccccc1)c1cccs1,17,0.9,0.9,6,0.8,1,18,0.8,7,3
